Screening results as filed in PubChem BioAssay.
CFTR F508del cor = F508del CFTR correction, initial screen, CFBE line, single point | CFBE cells, YFP halide quenching; stimulated with forskolin plus potentiator P3; % fluorescence drop versus neutral controls | activity (quench increase), % at 7.58 µM | 350,000 compounds, 0.36% hits | AID 720511, 2013;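 active = mean added fluorescence quench of at least 8% versus neutral control, with both replicates also reaching 8%; inconclusive = only one of the mean or replicate conditions met; inactive = mean below 8% and not both replicates reaching 8%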;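 also: cells transiently co-express mutant CFTR-F508del with the halide-sensitive YFP; corrector assay measuring rescue of mutant channel to the surface after 24 h compound exposure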
DENV2 CPE rescue = inhibitors of DENV2 cytopathic effect, primary screen, cell-based, plate reader, single concentration. DENV2-infected cells, cytopathic effect rescue. CPE inhibition, % at 9.99 µM. 350,000 compounds, 1.7% hits; in the data active = CPE inhibition above about 20%, passing the limit was not always enough; inconclusive = no clear call, values can overlap the other calls; tested in BHK-21 cells;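 also: 0% = median of neutral control wells and 100% = median of positive control wells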
SIRT5 inh = SIRT5 desuccinylase inhibitors, primary screen, biochemical, fluorescence imaging, single point, set 5. Purified SirT5, succinyl-peptide AMC, trypsin-coupled fluorescence. inhibition, % at 15 µM. 330,000 compounds, 1.1% hits. AID 652115, 2013; in the data active = inhibition above about 15%; inconclusive = no clear call, values can overlap the other calls
Target sequence (Q9NXA8 whole entry, looked up): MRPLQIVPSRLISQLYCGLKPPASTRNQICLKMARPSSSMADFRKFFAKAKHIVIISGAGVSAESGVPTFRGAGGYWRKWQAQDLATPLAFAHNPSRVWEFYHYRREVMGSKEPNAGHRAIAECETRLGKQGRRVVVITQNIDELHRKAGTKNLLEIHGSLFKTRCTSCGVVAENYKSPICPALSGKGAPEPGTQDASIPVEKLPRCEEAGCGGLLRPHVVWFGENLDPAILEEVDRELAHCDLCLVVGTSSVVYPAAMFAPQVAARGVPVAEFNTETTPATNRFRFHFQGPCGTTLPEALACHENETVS
CASP6 VEID inh = human caspase-6 inhibitors, primary screen, biochemical, VEID-R110 fluorescence, single point, set 2 | P55212 | purified caspase-6, Z-VEID-R110 cleavage fluorescence | inhibition, % at 12.5 µM | 350,000 compounds, 0.53% hits;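 active = mean inhibition across replicates at least about 35%, with every replicate also reaching that limit, limit read from the data; inconclusive = only one of the two criteria met; inactive = neither criterion met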;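 also: 0% = median of neutral control wells and 100% = no fluorescence left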
Target sequence (P55212 24-179 limits assumed): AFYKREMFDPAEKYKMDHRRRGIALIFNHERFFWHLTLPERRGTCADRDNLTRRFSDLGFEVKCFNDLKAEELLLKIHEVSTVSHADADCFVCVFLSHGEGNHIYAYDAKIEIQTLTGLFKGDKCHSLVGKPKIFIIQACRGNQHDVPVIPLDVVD
Target sequence (P55212 194-293 limits assumed): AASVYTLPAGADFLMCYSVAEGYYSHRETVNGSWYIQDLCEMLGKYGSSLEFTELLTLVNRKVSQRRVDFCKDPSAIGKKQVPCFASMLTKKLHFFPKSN
ERp5 block = inhibitors of ERp5-driven insulin aggregation, primary screen, biochemical, turbidity, absorbance 650 nm, single point; Protein disulfide-isomerase A6 (Homo sapiens), Q15084; 90 min; inhibition, % at 9.99 µM; 350,000 compounds, 0.05% hits;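 active = mean replicate inhibition above about 25%, with every replicate also reaching it, limit read from the data, passing the limit was not always enough; inconclusive = only one of those two criteria met; inactive = neither criterion met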
Target sequence (Q15084 whole entry, looked up): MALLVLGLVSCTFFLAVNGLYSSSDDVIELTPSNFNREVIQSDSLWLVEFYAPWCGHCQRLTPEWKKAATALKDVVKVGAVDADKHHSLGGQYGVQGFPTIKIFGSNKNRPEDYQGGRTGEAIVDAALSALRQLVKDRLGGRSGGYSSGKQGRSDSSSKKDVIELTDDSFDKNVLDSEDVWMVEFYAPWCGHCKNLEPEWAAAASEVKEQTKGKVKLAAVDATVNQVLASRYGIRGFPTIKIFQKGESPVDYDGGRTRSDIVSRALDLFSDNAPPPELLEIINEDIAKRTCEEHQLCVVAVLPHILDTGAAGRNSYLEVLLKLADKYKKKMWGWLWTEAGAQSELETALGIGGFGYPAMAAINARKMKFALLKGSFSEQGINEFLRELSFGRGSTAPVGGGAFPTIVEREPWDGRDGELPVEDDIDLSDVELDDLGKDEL
ERAP1 HTS inh = human ERAP1 aminopeptidase inhibitors, primary screen, biochemical, single point, plate reader. AID 652197, 2013. inhibition, % at 10.7 µM. Endoplasmic reticulum aminopeptidase 1 (Homo sapiens), Q9NZ08. recombinant ERAP1, Leu-AMC fluorescence, 60 min. 340,000 compounds, 0.15% hits;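 active = mean replicate inhibition of at least 30%, or all replicates individually reaching that 30% level; inactive = mean below 30% and not every replicate reaching it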;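 also: 0% = neutral control wells and 100% = L-leucinethiol positive control wells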
miR122 inh = miR-122 Renilla sensor signal increase in Huh7, primary screen, miR-122 inhibitor project, cell-based, single point, plate reader; AID 602342, 2012; Huh7 miR-122 Renilla luciferase sensor, 48 h; neutral wells = 0, positive control = 100; activation (reporter increase), % at 12.5 µM; 340,000 compounds, 0.3% hits;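 active = mean replicate activation score at least 90 and every replicate individually at or above 90; inconclusive = only one of the two criteria met; inactive = neither criterion met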;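 also: higher luciferase means less miR-122 activity so hits act as miR-122 inhibitors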
* marks the source's active call; other numbers are inactive results; ? = inconclusive; / = not tested or not shown; & = joins results of further samples; [ ] = another dose, or the depositor's remark.

Start of the listing, in advance, two compounds:
SMILES	CFTR F508del cor	DENV2 CPE rescue	SIRT5 inh	CASP6 VEID inh	ERp5 block	ERAP1 HTS inh	miR122 inh
COc1ccc(C(=O)/C=C/c2ccc(OC)cc2OC)c(O)c1	0.0	-5	4	-2	0	0	-1
CCN1C(=NCCCCO)N[C@@H](c2cccc(F)c2)C(C(=O)OC)=C1C	3.1	-7	/	/	-2	-2	-2

This part in full, previewed entries included:
SMILES	CFTR F508del cor	DENV2 CPE rescue	SIRT5 inh	CASP6 VEID inh	ERp5 block	ERAP1 HTS inh	miR122 inh
COc1ccc(C(=O)/C=C/c2ccc(OC)cc2OC)c(O)c1	0.0	-5	4	-2	0	0	-1
CCN1C(=NCCCCO)N[C@@H](c2cccc(F)c2)C(C(=O)OC)=C1C	3.1	-7	/	/	-2	-2	-2
Cc1ccc(S(=O)(=O)NNC(=O)C(O)(c2ccccc2)c2ccccc2)cc1	0.5	-17	-2	-2	-3	2	1
CCOC(=O)/C(C#N)=C\c1cc(OC)c(OC)cc1[N+](=O)[O-]	0.9	1	1	2	-2	-1	6
O=C(CC1C[C@H](C(=O)N2CCOCC2)[C@@]2(CCC3CCCC3)c3[nH]c4ccccc4c3CCN2C1=O)NCc1ccco1 (stereo not given in full)	4.5	-6	1	0	-4	/	0
Cc1cc(C)c(S(=O)(=O)NCC2CCC(C(=O)NCc3ccc4c(c3)OCO4)CC2)c(C)c1 (stereo not given)	0.5	8	2	2	-3	3	4
CC1(c2ccc(OC(F)F)cc2)NC(=O)N(CC(=O)Nc2ccc(Cl)cc2F)C1=O (stereo not given)	-1.0	3	0	1	-7	3	0
CNS(=O)(=O)c1cc(NC(=O)c2cnc(SC)n2-c2ccccc2)ccc1C	0.1	14	0	5	5	-4	/
COc1cc2c(cc1OC)CN(C(=O)[C@@H]1[C@H]3C(=O)O[C@H](c4ccccc4)[C@H](c4ccccc4)N3[C@H](c3ccccc3OCCO)[C@@]13C(=O)Nc1ccc(C#CC4(O)CCCCCC4)cc13)CC2	-1.8	-5	-2	-4	-4	2	/
C[C@H]1CN([C@@H](C)CO)C(=O)c2cccc(NC(=O)c3nc4ccccc4s3)c2O[C@H]1CN(C)Cc1ccncc1	-0.8	-6	-3	6	-3	-11	8[16.7 µM]
CCc1ccc(NC(=O)CN2CCC(C(=O)c3ccc(OC)cc3)CC2)cc1	-0.7	-5	0	2	2	1	-8
C=CCc1cccc2cc(C(=O)NNC(=O)CC#N)c(=O)oc12	0.4	4	-1	1	1	2	1
Cc1cc(C)cc(N(C(=O)c2csnn2)C(C(=O)NC2CCCCC2)c2cccnc2)c1 (stereo not given)	-0.5	-4	1	/	5	-1	-1
C[C@H](CO)N1C[C@H](C)[C@H](CN(C)Cc2ccc(C(=O)Nc3ccccc3N)cc2)OCc2cn(nn2)CCCC1=O	-2.9	0	1	-4	0	5	-1[16.7 µM]
Cc1cc(Cl)ccc1NC(=S)NCc1ccc(F)cc1	2.4	-7	-3	2	5	7	29
CC(=O)Nc1ccc(N2C(=O)CSC2c2c(F)cccc2Cl)cc1 (stereo not given)	/	/	-1	3	-2	-1	-6
C[C@@H]1CCCCO[C@H](CN(C)S(=O)(=O)c2ccc(Cl)cc2)[C@H](C)CN([C@H](C)CO)C(=O)c2cc(NS(=O)(=O)c3cccs3)ccc2O1	-5.5	7	-1	0	1	-1	-15[16.7 µM]
CCCN(C(=O)CSCC(=O)Nc1ccc(OC)cc1)c1c(N)n(Cc2ccccc2)c(=O)[nH]c1=O	0.4	13	-3	-2	1	2	4
Cc1cccc(NC(=O)CN2CCc3cc4c(cc3C2C)OCCCO4)c1 (stereo not given)	-0.1	1	0	0	-2	-3	5
COc1cc(NC(=S)NCCCN2CCOCC2)c(OC)cc1Cl	1.3	1	1	-4	-4	1	-1
CC(C)(C)OC(=O)N1CCC(c2c(C(=O)NC3CC3)cnn2-c2ccccc2)CC1	-1.5	-3	-3	0	0	-3	-8
Cc1ccc(S(=O)(=O)Nc2ccc3c(c2)C(=O)N([C@H](C)CO)C[C@@H](C)[C@H](CN(C)Cc2ccc4c(c2)OCO4)OCCCC[C@H](C)O3)cc1	0.7	-4	0	-1	-3	-1	-12[16.7 µM]
O=C(CC(=O)c1ccccc1)Nc1cccnc1	-4.6	-4	-2	0	2	10	2
C[C@H]1CCCCO[C@@H](CN(C)Cc2ccccc2)[C@@H](C)CN([C@@H](C)CO)C(=O)c2cc(NC(=O)Nc3cccc4ccccc34)ccc2O1	2.9	-26	1	1	-6	-1	-7[16.7 µM]
COc1ccc(NC(=O)N(C)C[C@H]2Oc3ncc(C#C[C@@H](C)O)cc3C(=O)N([C@H](C)CO)C[C@@H]2C)cc1	1.4	11	7	3	2	-2	-1[16.7 µM]
CC(C)[C@@H](C)NC(=O)N(C)C[C@H]1OCc2ccccc2-c2c(n(C)c3ccccc23)C(=O)N([C@@H](C)CO)C[C@@H]1C	0.2	-6	-5	2	1	1	/
O=C(CNC(=O)c1ccc(F)cc1)N/N=C/c1cc(Br)ccc1OCc1ccccc1	1.2	-3	-2	1	6	-2	1
N#C[C@H]1N[C@@H](CO)[C@@H]1c1ccc(C#Cc2ccccc2F)cc1	-5.9	-2	2	1	3	4	/
Cc1ccc(C(=O)NC(=S)NNC(=O)c2cccc([N+](=O)[O-])c2)cc1	-0.9	-2	1	0	1	3	-5
Cc1cccc(NC(=O)CN2CCN(C(=O)c3cncn3-c3ccc(F)cc3)CC2)c1C	-0.1	-7	0	-5	3	1	5
O=C(COC(=O)c1cc(Br)ccc1Cl)NC(=O)NCc1ccccc1	-1.4	5	-2	-1	-5	-1	/
CCCSc1nsc(NC(=O)Nc2ccc(F)cc2F)n1	2.8	-18	-4	1	4	0	1
Nc1nc(Nc2cccc(F)c2)nc(N2CCOCC2)c1[N+](=O)[O-]	1.3	4	3	2	2	5	5
C[C@H]1Cn2cnc(C(=O)Nc3ccccc3)c2C(=O)N1	-8.8	-11	/	-1	3	/	-6
CCOC(=O)C1CCN(C(=O)COC(=O)c2ccc([N+](=O)[O-])o2)CC1	0.4	76*	-6	56*	4	0	-6
O=C(c1cc(-c2ccccc2)on1)N1CCc2ccccc2C1	/	-3	2	-1	2	-2	/
Cc1ccc(-c2cc(C(=O)N3CC(C)OC(C)C3)c3ccccc3n2)o1 (stereo not given)	3.2	-1	-25	-3	2	-1	/
COc1cccc(/C=C/C(=O)OCC(=O)c2ccc[nH]2)c1	1.1	2	/	2	-5	-1	-7
C[C@H](CO)N1C[C@H](C)[C@H](CN(C)S(=O)(=O)c2ccc(Cl)cc2)OCCCC[C@H](C)Oc2ccc(NC(=O)Nc3ccc4c(c3)OCO4)cc2C1=O	-0.6	0	21*	0	2	-4	12[16.7 µM]
COc1cccc(-c2oc3c(c2C(=O)OCCN(C)C)C(O)CCC3)c1 (stereo not given)	-3.8	?	-4	-2	-3	/	/
C[C@H](CO)N1C[C@H](C)[C@H](CN(C)C(=O)c2ccncc2)OCc2ccccc2-c2c(n(C)c3ccccc23)C1=O	-0.9&2.2	16&9	-4&-2	3&0	-2&4	1&0	14
O=C(c1cccc(F)c1)N1C[C@@H]2[C@H](c3ccccc31)[C@H](CO)N2C(=O)C1CCCCC1	-3.9	-14	3	-2	2	-1	11[16.7 µM]
CS(=O)(=O)N1CCC(C(=O)N2CCN(Cc3ccccc3)CC2)CC1	-3.1	6	-1	0	-2	9	/
Cn1cccc1Cc1nnc(SCC(=O)NCc2ccc(F)cc2)n1-c1ccc(F)cc1	-3.7	-9	-1	-2	-9	0	-7
C[C@@H]1CN([C@H](C)CO)C(=O)c2cc(NC(=O)Nc3ccccc3)ccc2O[C@@H]1CN(C)S(=O)(=O)c1ccc(Cl)cc1	2.8	-5	0	-1	0	1	100*[16.7 µM]
CCN1CCN(CCCNC(=O)c2ccc(NC(=O)C3=C(C)OCCS3)cc2)CC1	-0.1	-6	3	-45	2	0	-9
CC=Cc1ccc2n(c1=O)C[C@@H]1[C@@H](CO)[C@H](C(=O)NCC)[C@H]2N1CC1CCOCC1 (mixture of isomers)	1.0	-12	-9	-2	-2	0	7[16.7 µM]
COc1ccc(C#Cc2ccc([C@@H]3[C@@H](CO)N4C(=O)CN(C(=O)c5cccnc5)C[C@@H]34)cc2)cc1	-0.8	19	1	-1	-1	0	/
CCCNC(=O)N[C@@H]1C=C[C@@H](CC(=O)NCCc2ccccc2)O[C@H]1CO	-1.7	0	-3	5	5	-2	/
COc1cccc(NC(=O)NNC(=O)C(C)Oc2ccc3ccccc3c2)c1 (stereo not given)	-0.8	6	-4	3	3	0	-2
COc1cc(/C=N/N=C2/NC(=O)C(CC(=O)O)S2)ccc1OCc1cccc(Cl)c1 (stereo not given)	0.2	-3	6	1	4	0	/
C[C@H](CO)N1C[C@H](C)[C@@H](CN(C)C(=O)Nc2ccc(F)cc2)Oc2c(NS(C)(=O)=O)cccc2C1=O	-1.8	2	-2	0	3	-5	15[16.7 µM]
CCOc1ccc(N2C(=O)Nc3ccccc3C2(O)C(=O)NCc2ccccc2)cc1 (stereo not given)	-0.3	0	0	-2	3	-2	/
COc1ccc(F)cc1S(=O)(=O)NCC1CCCO1 (stereo not given)	2.7	-1	/	1	-1	-2	83
CCOc1ccc(C2/C(=C(/O)c3ccc4c(c3)CC(C)O4)C(=O)C(=O)N2CC2CCCO2)cc1 (stereo not given)	2.1	?	-1	-5	9	0	2
O=C(CCl)N1c2ccccc2OCC1c1ccccc1 (stereo not given)	/	-4	2	7	1	-3	/
O=C(CSc1nccc(=O)[nH]1)NC1CCCc2ccccc21 (stereo not given)	2.7	-3	-3	0	-1	/	/
C[C@@H]1CN([C@@H](C)CO)C(=O)c2cc(NS(=O)(=O)c3ccc(F)cc3)ccc2O[C@H]1CN(C)C(=O)NC1CCCCC1	-0.2	35*	1	-2	2	2	-5[16.7 µM]
COc1ccc(NC(=O)CN(C)C(=O)CCCSc2nc3ccccc3[nH]2)cc1	-1.9	-3	-2	1	0	-3	/
Cc1cc(-c2nc3ccccc3[nH]2)ccc1N	-0.3	-4	-27	-1	-11	0	-10

Copied from the list:
`C[C@H](CO)N1C[C@H](C)[C@H](CN(C)C(=O)c2ccncc2)OCc2ccccc2-c2c(n(C)c3ccccc23)C1=O` in CASP6 VEID inh: 3&0
`COc1ccc(F)cc1S(=O)(=O)NCC1CCCO1` (stereo not given) in DENV2 CPE rescue: -1
`CCOc1ccc(N2C(=O)Nc3ccccc3C2(O)C(=O)NCc2ccccc2)cc1` (stereo not given) in DENV2 CPE rescue: 0

(listing goes on)
SMILES	CFTR F508del cor	DENV2 CPE rescue	SIRT5 inh	CASP6 VEID inh	ERp5 block	ERAP1 HTS inh	miR122 inh
CC1(C)CN(c2ccc(F)cc2)C1=O	-0.7	2	-2	7	6	2	/
O=[N+]([O-])c1cc(Cl)cc(/C=N/Nc2nc3ccccc3s2)c1O	0.8	/	-4	0	4	0	9
Cc1noc(C)c1NC(=O)N(C)C[C@H]1Oc2ccc(NC(=O)CCCN(C)C)cc2C(=O)N([C@@H](C)CO)C[C@H]1C	0.5	-7	1	-3	-1	1	/
O=C(Cn1nnc(-c2ccccc2)c1COc1ccc2ccccc2c1)NCC1CC1	1.8	-3	-1	2	0	1	-1
C[C@H](CO)N1C[C@H](C)[C@H](CN(C)C(=O)Nc2ccc(C(F)(F)F)cc2)Oc2ccc(NC(=O)Nc3ccc(F)cc3)cc2CC1=O	-1.6	?	/	/	/	/	3[16.7 µM]
CCN(CC(=O)Nc1c(F)cccc1F)C(=O)CNC(=O)c1sc2ccccc2c1Cl	-1.8	10	-3	1	-1	2	/
COc1ccc(NC(=O)COC(=O)CCCOc2ccc(Cl)cc2Cl)cc1	/	-2	1	2	-1	-5	/

Outcome played no part in choosing rows. Share with any hit: about 4%.
